From PubChem
GCN5L2 inh: GCN5L2 (KAT2A) acetyltransferase inhibition; Q92830; GCN5L2 HAT assay, ThioGlo1 CoA-SH fluorescence; Potency, µM (series often up to 58.9 µM), without a hit: at the top dose activity change, negative = inhibition, usual class: inhibitors; 390,000 tested, 0.21% active
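GCN5L2 (20nM final) in 50mM HEPES, 0.1mM EDTA pH 7.5, 0.01% Tween-20 was preincubated 15 min at room temperature with compound, then given ThioGlo1 (50uM), H3(1-25) peptide (75uM) and acetyl-CoA (70uM); CoA-thiol fluorescence (Ex340/Em540) was read at 0 and 20 min.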
FEN1 inh: inhibitors of human flap endonuclease 1 | P39748 | Recombinant FEN1 flap cleavage, fluorescence, 15 min | Potency, µM (top dose mostly 114 µM), for the others: at the highest dose activity change, negative = inhibition, hits mostly inhibitors | 390,000 tested, 0.35% active | AID 588795; note: nearly all actives have a fitted effect of over 65% in size
Target sequence (P39748 whole entry, looked up): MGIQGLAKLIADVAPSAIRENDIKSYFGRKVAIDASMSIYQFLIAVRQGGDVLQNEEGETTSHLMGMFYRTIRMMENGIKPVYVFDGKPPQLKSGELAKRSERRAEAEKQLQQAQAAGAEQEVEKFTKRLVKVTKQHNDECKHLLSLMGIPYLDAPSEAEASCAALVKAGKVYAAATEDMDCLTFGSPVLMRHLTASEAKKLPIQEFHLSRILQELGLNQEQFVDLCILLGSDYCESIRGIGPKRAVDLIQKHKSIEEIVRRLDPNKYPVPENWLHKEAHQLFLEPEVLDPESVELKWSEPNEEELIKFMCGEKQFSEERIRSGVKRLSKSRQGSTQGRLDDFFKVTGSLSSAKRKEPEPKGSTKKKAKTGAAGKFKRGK
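With each library titrated from low to high concentration, compounds met 10 nM FEN1 for 15 min at room temperature before 50 nM substrate was added; readings at 0 and 15 min fed four-parameter Hill curve fits.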
N370S GC mod: inhibitors or activators of N370S glucocerebrosidase for Gaucher disease; AID 2101; P04062; 330,000 tested, 0.092% active; N370S GC spleen homogenate, 4MU-glucoside fluorescence; Potency, µM (series often up to 59.4 µM), without a hit: at the top dose activity change, negative = inhibition, most hits filed as inhibitors;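 note: 0% = full enzyme activity and -100% = no enzyme basal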
An asterisk follows results filed as active; ? = inconclusive; · = no result given; & = joins results of further samples; [ ] = dose if it differs, or a comment. Calls come from the whole dose curve; as a rule, active = well fitted curve in the direction sought with a large enough effect; inconclusive = small, poorly fitted or top-dose-only effect, or another doubt; inactive = no such curve, though single readings can be large; an effect the other way counts as inactive or inconclusive. Unless noted, % is set by controls: 0 for no effect and ±100 for the full control effect; potency is the fitted concentration of half-maximal effect.

mol	GCN5L2 inh	FEN1 inh	N370S GC mod
C/C=C1\C(=O)CC2C3CCC4=CC(=O)CC[C@]4(C)C3CC[C@]12C (stereo partly drawn)	20%	·	-4%&-5%
COc1ccccc1/C=C\C(=O)NCC(=O)N/N=C(\C)Cc1ccccc1	1%	-14%	3%
COc1ccc(CN2C(=O)c3ccccc3C2=O)cc1C(=O)O	-2%	-2%	-15%
CCOC(=O)c1[nH]c(C)c(C(=O)N2CCOCC2)c1C	-14%	22%	5%
CCN1C(=O)c2ccccc2S(=O)c2ccc(C(=O)NCc3ccccc3OC)cc21 (stereo not drawn)	1%	9%	·
COc1ccc(N2C(=O)NC(=O)C2=O)cc1	-1%	6%	-3%
Nc1cccc(C(=O)O)c1	-1%	22%	-26%
COc1ccc(/C=C2\SC(N)=NC2=O)cc1Cl	-15%	2%	-13%
Cc1cccc(N2CCN(C(=O)C(NS(=O)(=O)c3cccs3)c3ccccc3)CC2)c1C (stereo not drawn)	0%	-13%	7%
Cc1ccccc1S(=O)(=O)Cc1ccc(C(=O)NCCN2CCN(Cc3ccccc3)CC2)o1	1%	6%	-5%
O=C(COC(=O)c1ccc(O)cc1)c1ccc(S(=O)(=O)N2CCCCC2)cc1	-6%	-8%	·
O=C(NCc1n[nH]c(=S)n1-c1ccc(Cl)c(Cl)c1)c1ccc(S(=O)(=O)N2CCCCC2)cc1	-4%	-2%	-6%
O=C(Nc1cccc(S(=O)(=O)N2CCOCC2)c1)c1ccccn1	11%	-1%	-16%
O=C(COc1cccnc1[N+](=O)[O-])Nc1ccc(N2CCOCC2)cc1	0%	2%	19%
O=C(N/N=C/c1ccccc1[N+](=O)[O-])c1ccncc1	-2%	-4%	-8%
COc1ccc(-c2nc3c(c(SCC(=O)Nc4ccc(C(=O)O)cc4)n2)Cc2ccccc2O3)cc1	?	?	·
Cc1ccn(C(=O)c2cc3c(C)nn(-c4ccccc4)c3s2)n1	-7%	0%	1%
CC(C)CN1C(=O)C(=O)N(CC(=O)NC2CCCc3ccccc32)C1=O (stereo not drawn)	-1%	19%	24%
CCOc1cc(C2C(C(=O)N3CCOCC3)=C(C)NC3=C2C(=O)CCC3)ccc1O (stereo not drawn)	-3%	-11%	10%
COC(=O)c1sccc1-n1cccc1C(=O)N1CCOCC1	-4%	0%	-11%
Cc1cc(C(=O)O)ccc1[C@H](N)C(=O)O	-2%&-13%	·	5%&-4%
CN(Cc1ccccc1)C(=O)c1nc2ccccn2c1CN1CCCC1c1nccs1 (stereo not drawn)	-17%	16%	6%
CCNC(=O)CN1C(=O)NC2(CCCCCC2)C1=O	0%	-1%	1%
COCC1=C(C(=O)OC)C(c2cccs2)n2ncnc2N1 (stereo not drawn)	-2%	-6%	1%
CSc1ccccc1NC(=O)c1cc2ncc(Br)cn2n1	-9%	41%[activator]	4%
CCOC(=O)c1cc(CC)sc1N1C(=O)CC(Sc2ccccc2C(=O)O)C1=O (stereo not drawn)	-17%	-1%	-7%
CN1CCN(c2ccc(NC(=O)COc3ccccc3)cc2Cl)CC1	17%	10%	-11%
Cc1cc(C)c2c(CC(=O)N3CCCC3)coc2c1	-9%	9%	5%
O=C1CSC(=S)N1/N=C/c1ccc(Cl)c([N+](=O)[O-])c1	?	·	-14%
CC1(C)Cc2c(sc3nc4n(c(=N)c23)CCC4)CO1	-4%	14%	1%

By substructure, those above containing two or more sulfur atoms
mol	GCN5L2 inh	FEN1 inh	N370S GC mod
Cc1cccc(N2CCN(C(=O)C(NS(=O)(=O)c3cccs3)c3ccccc3)CC2)c1C (stereo not drawn)	0%	-13%	7%
O=C(NCc1n[nH]c(=S)n1-c1ccc(Cl)c(Cl)c1)c1ccc(S(=O)(=O)N2CCCCC2)cc1	-4%	-2%	-6%
CCOC(=O)c1cc(CC)sc1N1C(=O)CC(Sc2ccccc2C(=O)O)C1=O (stereo not drawn)	-17%	-1%	-7%
O=C1CSC(=S)N1/N=C/c1ccc(Cl)c([N+](=O)[O-])c1	?	·	-14%

(cont.)
mol	GCN5L2 inh	FEN1 inh	N370S GC mod
CN(C)S(=O)(=O)N1CCC(N2CCN(Cc3ccc(F)cc3)C(=O)C2=O)CC1	4%	12%	·
CCN(Cc1cc(=O)n2ccsc2n1)Cc1nc2ccccc2c(=O)[nH]1	-4%	11%	15%
COc1ccccc1C(c1nnnn1Cc1ccccc1)N1CCC(C(N)=O)CC1 (stereo not drawn)	1%	2%	6%
C[C@H](CO)N1C[C@H](C)[C@H](CN(C)C(=O)Nc2cccc3ccccc23)Oc2c(NC(=O)c3ccc(-c4nccs4)cc3)cccc2C1=O	-13%	8%	·
COc1cc2c(=O)n(CCC(=O)NCC3CCCO3)c(=O)n(CC(=O)Nc3ccccc3C)c2cc1OC (stereo not drawn)	-5%&6%	15%&5%	0%
COc1cc(OC)c(NS(=O)(=O)c2cc(C(=O)OCC(=O)NCC3CCCO3)ccc2OC)cc1Cl (stereo not drawn)	-5%	-2%	0%
CS(=O)(=O)N1CCN(C(=O)COc2ccccc2)CC1	-3%	6%	-5%
Cc1ccccc1NC(=O)CCN1CCN(C/C=C/c2ccccc2)CC1	-10%	7%	-9%
CCCOc1ccc(C(=O)NC(=S)Nc2nc3ccccc3s2)cc1	14%	-3%	-22%
CCc1c(C)sc(NC(=O)OC)c1C(N)=O	3%	0%	6%
CCc1ccc(-n2c(=O)c3cccnc3n2CC(=O)Nc2ccccc2C(F)(F)F)cc1	-2%	-2%	·
FC(F)(F)c1ccc(Nc2nnnc3ccccc23)cc1	-18%	-23%	8%
CN(C)C(=O)c1ccc(-c2cncnc2NCc2cccnc2)cc1	-7%	·	1%
CCN(CC)CCNC(=O)C1CCCN(c2ncnc3onc(C)c23)C1 (stereo not drawn)	-2%	6%	·
CCN(CC)C(=O)CSc1ncnc2sccc12	-4%	-1%	0%
Cc1ccc(C(=O)c2cc([N+](=O)[O-])ccc2N2CCCCC2)c(C)c1	-7%	-10%	-9%
CC(C)CCNC(=O)C(C)N(Cc1ccc(F)cc1)C(=O)c1ccc(CN2CCCCC2)o1 (stereo not drawn)	-13%	-5%	2%
CCOc1ccc(NC(=O)c2ccccc2NC(=O)CNC2CCCC(C)C2C)cc1 (stereo not drawn)	0%	-11%	·
COc1cc2c(-c3ccccc3Cl)nc3c(c(C)nn3-c3ccccc3)c2cc1OC	10%	12%	·
CCOC(=O)C1(CCOC)CCN(Cc2cc3ccccc3s2)CC1	-6%	1%	-2%
COc1ccccc1N1CCN(C(=O)CN2C(=O)c3ccccc3S2(=O)=O)CC1	-17%	-15%	3%
O=C(NC(=S)Nc1cccc(NC(=O)c2ccccc2)c1)c1cccc([N+](=O)[O-])c1	-6%	-10%	-2%
C/C(CC(C)C)=N\NS(=O)(=O)c1ccc(C)c([N+](=O)[O-])c1	-4%	21%	-10%
COc1ccc(C(=O)N2CCN(C(C)=O)CC2)cc1S(=O)(=O)N1CCOCC1	3%	2%	-12%
Cc1c(C)c2ccc(OCC(=O)Nc3ccc(S(N)(=O)=O)cc3)c(C)c2oc1=O	-30%	?	-2%
CCOC(=O)C1(C)NC(c2ccc(N(C)C)cc2)C2C(=O)N(c3ccc(OC)cc3)C(=O)C21 (stereo not drawn)	-2%	-4%	-4%
CCOC(=O)c1ccc(Oc2nc(OC)cc(OC)n2)cc1	-5%	11%	6%
COc1ccccc1NC(=O)C1=C(C)Nc2nc(SCC(=O)c3ccc(C)cc3)nn2C1c1ccc(F)cc1 (stereo not drawn)	-6%	2%	·
COc1ccc(S(=O)(=O)N2CCN(c3ccccn3)CC2)cc1[N+](=O)[O-]	-1%	-20%	-3%
O=C(NC1CCCCC1)C1CC(=O)N(Cc2ccccc2)C1 (stereo not drawn)	-1%	-3%	-13%
N=C1C(c2nc(-c3cccc([N+](=O)[O-])c3)cs2)=C(O)CN1NC(=O)c1ccco1	-6%	-21%	19%
O=C(NCc1ccccc1)C(=O)NCC(c1ccco1)N1CCN(c2ccccc2F)CC1 (stereo not drawn)	-6%	-5%	1%
CC1CCCN(C(=O)C2CCN(S(=O)(=O)c3cccc4nsnc34)CC2)C1 (stereo not drawn)	-4%	-1%	-2%
CCC(C)(C(=O)NC1CCCCC1)N(Cc1cccs1)C(=O)c1ccccn1 (stereo not drawn)	-1%	-5%	0%
O=C(NCc1cccs1)c1ccc(S(=O)(=O)N2CCOCC2)cc1	-3%	-1%	-2%
Cc1ccsc1C(C(=O)NC1CCCCC1)N(C(=O)Cc1cccs1)C1CC1 (stereo not drawn)	0%	7%	9%
N#C/C(=C\c1ccc(Cl)cc1)c1nc2ccccc2o1	-11%	5%	24%
COc1ccccc1CN1CCNC(=O)C1CC(=O)NCc1cn(C)nc1C (stereo not drawn)	-7%	16%	8%
Cc1ccc(-c2csc3nc[nH]c(=O)c23)cc1C	-3%	12%	0%
CC(C)NC(=O)c1ccc2c3n(nc2c1)-c1ccc(Cl)cc1CO3	28%	11%	-6%
COc1cccc(CN2CC(C(=O)N(C)Cc3nc4ccc(F)cc4[nH]3)CCC2=O)c1 (stereo not drawn)	3%	-2%	-19%
CN(C)CCNC(=O)Cn1nc(-c2ccc(Cl)cc2)ccc1=O	-4%	0%	·
Cc1ccc(Cl)cc1N1CCN(C(c2ccc(F)cc2)c2nnc(-c3ccccc3)o2)CC1 (stereo not drawn)	-6%	0%	·
Cc1ccc(NS(=O)(=O)c2ccc(C)c(NC(=O)COc3ccccc3)c2)c(C)c1	-8%	-19%	8%
Cc1cc(OCC(=O)NC(C)C)cc(C)c1Br	-1%	-4%	-6%
O=C(C1CCN(Cc2ccccc2O)CC1)N1CCN(Cc2ccc3c(c2)OCO3)CC1	-3%	-2%	-8%
COC(=O)c1c(C)[nH]c(C(=O)COC(=O)Cc2ccc3c(c2)OCCO3)c1C	-6%	9%	3%
Cc1ccc(/C=N/NC(=O)c2ccc(NC(=O)c3ccc(Cl)cc3)cc2)o1	-5%	2%	5%
O=C(COC(=O)c1ccc(NS(=O)(=O)c2cccs2)cc1O)NCc1ccccc1	2%	-4%	-8%
CC(=O)c1ccc(NC(=O)CN(C)S(=O)(=O)c2cc3c(cc2Cl)NC(=O)CO3)cc1	0%	8%	·
Cc1onc(-c2c(F)cccc2Cl)c1C(=O)OCC(=O)c1c(N)n(C)c(=O)n(C)c1=O	0%	-13%	-3%
CCCS(=O)(=O)N1CCN(Cc2ccncc2)CC1	1%	-7%	3%
Cc1ccc(OS(=O)(=O)c2ccccc2)c(/C=N/N=C2\NC(=O)C(C)S2)c1 (stereo not drawn)	-9%	-15%	7%
COc1ccc(CCNC(=O)c2ccc3c(Cl)c4c(nc3c2)CCCC4)cc1OC	-11%	3%	·
O=C(NCCCN1CCCC1=O)Nc1ccc(Br)cc1Cl	-2%	-8%	6%
COc1ccc(/C(O)=C2\C(=O)C(=O)N(CCN(C)C)C2c2cc(OC)c(OC)c(OC)c2)c(C)c1 (stereo not drawn)	-5%	-5%	?
CCc1cc(C(=O)Cc2ccccn2)c(O)cc1O	-16%	-2%	-11%
CCOc1ccc(-n2c(-c3ccc(Br)cc3)cc3c2CC(C)(C)CC3=O)cc1	-12%	12%	·
O=c1cc(CO)occ1OCc1cccc(C(F)(F)F)c1	-1%	10%	4%
CCCc1cc(=O)oc2c(CN3CCN(C)CC3)c(O)c(Cl)cc12	?	4%	?
O=C1OC(C(=O)Nc2cc(C(F)(F)F)ccc2Cl)Cc2ccccc21 (stereo not drawn)	-2%	-16%	·
CC(=O)Nc1cccc(NC(=O)C2CCCN2C(=O)Nc2cccc(C)c2)c1 (stereo not drawn)	0%	-8%	-17%
Cn1c(SCc2ccccc2)nnc1-c1ccc2c(c1)OCO2	2%	-2%	6%

Some entries already given with just N370S GC mod and GCN5L2 inh.
| smiles | N370S GC mod | GCN5L2 inh |
| --- | --- | --- |
| O=c1cc(CO)occ1OCc1cccc(C(F)(F)F)c1 | 4% | -1% |
| CCCc1cc(=O)oc2c(CN3CCN(C)CC3)c(O)c(Cl)cc12 | ? | ? |
| O=C1OC(C(=O)Nc2cc(C(F)(F)F)ccc2Cl)Cc2ccccc21 (stereo not drawn) | · | -2% |
| CC(=O)Nc1cccc(NC(=O)C2CCCN2C(=O)Nc2cccc(C)c2)c1 (stereo not drawn) | -17% | 0% |

Part of the list above, set out differently.
Below each SMILES – GCN5L2 inh	FEN1 inh	N370S GC mod
CC1CCCN(C(=O)C2CCN(S(=O)(=O)c3cccc4nsnc34)CC2)C1 (stereo not drawn)
  -4%	-1%	-2%
CCC(C)(C(=O)NC1CCCCC1)N(Cc1cccs1)C(=O)c1ccccn1 (stereo not drawn)
  -1%	-5%	0%
